# Source: PubChem BioAssay
# Cycloheximide cs – counter-screen hit for Shiga toxin inhibitors, cycloheximide; cell reporter, cycloheximide protein synthesis inhibition counterscreen; max response, %; actives 12% (n = 300,000); AID 2314; in the data active = max response mostly above about 13%, no sharp cut-off; inactive = mostly below about 14%; note: read at 38.3 µM for the half of the compounds with a filed dose; 0% is about no effect
# HCV inhibitor – blocks hepatitis C virus. AID 651820. actives 3.4% (n = 340,000). Huh7.5.1 HCVcc-Cre infection, luciferase reporter, 44 h. Potency, µM (highest dose often 41.8 µM), without a hit: at the highest dose activity change, negative = inhibition, actives largely listed as inhibitors; note: potency is the fitted concentration of half-maximal effect; % is set by controls: 0 for no effect and ±100 for the full control effect
#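 Seed cells (1,000/well) for 4 h; treat with compound and infect with HCVcc-Cre, moi about 0.5. Incubate 44 h, then detect luciferase activity.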
# Pf growth 48h – inhibits P. falciparum growth in the first generation, 48 h. P. falciparum luciferase growth in erythrocytes, 48 h. Potency, µM (doses to about 28.7 µM), inactives show top-dose activity change, negative = inhibition, hits mostly inhibitors. actives 5.9% (n = 310,000). AID 504832; note: potency is the fitted concentration of half-maximal effect; % is set by controls: 0 for no effect and ±100 for the full control effect
#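 Parasite viability was followed by luminescence of a genomically integrated firefly luciferase. Cultures held 0.1% parasitemia at 2% hematocrit (final), incubated under 5% CO2 at 37 C.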
# Tb PYK inh – blocks Trypanosoma brucei pyruvate kinase. Potency, µM (top dose mostly 76.8 µM), inactives show at the top dose activity, negative = inhibition, most hits filed as inhibitors. actives 0.12% (n = 410,000). Q57TT1. TbPYK enzyme, Kinase-Glo Plus ATP luminescence, 45 min. AID 624173; note: potency is the fitted concentration of half-maximal effect; % is set by controls: 0 for no effect and ±100 for the full control effect; nearly all actives have a fitted effect of over 50% in size
#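 Luminescent Kinase-Glo Plus end-point after 45 min room-temperature reaction of T. brucei pyruvate kinase started with 130 uM ADP (final). Buffer TEA 50 mM pH 7.2 with KCl, MgCl2, BSA, Tween-20; titration-based qHTS with fitted concentration-effect curves.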
# LmPK inhibitor – inhibitors of Leishmania mexicana pyruvate kinase; Q27686; purified LmPK, Kinase-Glo ATP luminescence, 1 h; Potency, µM (doses to about 57.5 µM), inactives show top-dose activity change, negative = inhibition, hits mostly inhibitors; actives 0.37% (n = 290,000); note: potency is the fitted concentration of half-maximal effect; % is set by controls: 0 for no effect and ±100 for the full control effect
# Target sequence (Q27686 whole entry, looked up): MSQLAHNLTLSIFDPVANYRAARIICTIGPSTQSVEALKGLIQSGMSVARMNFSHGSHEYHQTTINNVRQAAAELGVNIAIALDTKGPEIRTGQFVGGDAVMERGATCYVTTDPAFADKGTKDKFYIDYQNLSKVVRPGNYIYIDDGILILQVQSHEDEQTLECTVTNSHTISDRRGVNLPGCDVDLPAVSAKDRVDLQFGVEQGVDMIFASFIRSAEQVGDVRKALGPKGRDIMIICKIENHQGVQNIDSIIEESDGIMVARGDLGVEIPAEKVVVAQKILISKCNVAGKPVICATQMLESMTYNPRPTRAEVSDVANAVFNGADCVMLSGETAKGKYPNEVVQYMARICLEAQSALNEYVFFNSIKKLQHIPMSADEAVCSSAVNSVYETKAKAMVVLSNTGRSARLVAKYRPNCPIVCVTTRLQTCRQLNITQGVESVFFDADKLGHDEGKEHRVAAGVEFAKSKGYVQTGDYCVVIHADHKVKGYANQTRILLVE
#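 qHTS format; LmPK 0.1 nM; substrates PEP 0.5 mM and ADP 0.1 mM. One-hour room-temperature incubation, then coupled luciferase luminescence; 0.5 nM enzyme wells mark activation.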
# Shiga inhibitor – Shiga toxin inhibition | inhibition, % at 38.7 µM | Vero cells, Shiga toxin protein synthesis inhibition reporter | AID 2315 | actives 9.2% (n = 290,000); in the data active = inhibition mostly above about 28%, no sharp cut-off; inactive = mostly below about 43%; note: 0% is about no effect
# Pf growth 96h – P. falciparum growth inhibition at 96 hours | P. falciparum luciferase reporter growth, 96 h | Potency, µM (series often up to 28.7 µM), for the others: at the top dose activity change, negative = inhibition, hits mostly inhibitors | actives 6.9% (n = 320,000) | AID 504834; note: potency is the fitted concentration of half-maximal effect; % is set by controls: 0 for no effect and ±100 for the full control effect
#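 Parasite growth measured via integrated firefly luciferase reporter in P. falciparum. Infected erythrocytes at 2% hematocrit, 0.05% parasitemia final were treated 96 hours at 37 C under 5% CO2, and luminescence was read.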
# An asterisk follows results filed as active; ? = inconclusive; . = not tested or not shown; & = joins results of further samples; [ ] = another dose, or the depositor's remark. Unless noted, calls come from the whole dose curve; as a rule, active = well fitted curve in the direction sought with a large enough effect; inconclusive = small, poorly fitted or top-dose-only effect, or another doubt; inactive = no such curve, though single readings can be large; an effect the other way counts as inactive or inconclusive.
SMILES	Cycloheximide cs	HCV inhibitor	Pf growth 48h	Tb PYK inh	LmPK inhibitor	Shiga inhibitor	Pf growth 96h
CCOc1cccc(OCCOc2ccc(C(=O)c3ccccc3)cc2)c1	-2	-12%	-2%	5%	-1%	21	?
Cc1cc(C)c2cc(C#N)c(SCC(=O)Nc3ccc4c(c3)OCO4)nc2c1	6	-22%	-3%	-11%	8%	-6	?
CCOc1cc(N2CCOCC2)c(OCC)cc1NC(=O)CN1C(=O)NC2(CCCCCCC2)C1=O	1	-12%	?	-4%	-3%	-15	?
O=C(NCc1cccnc1)C(=O)Nc1nc(-c2ccccc2)cs1	40*	16%	68%[activator]	0%	4%	98*	82%[activator]
CC(OC(=O)c1cc(=O)[nH]c2ccccc12)C(=O)NC1CCCCC1C (configuration not stated)	.	21%	-3%	1%	.	.	3%
Cc1ccc(-c2nc(CSCC(=O)N3CCN(C(=O)c4ccco4)CC3)c(C)o2)cc1	-2	?	.	-3%	14%	34	2%
Cc1ccc(NC(=O)Cn2cccc2)c(C)c1	8	14%	.	5%	1%	-6	13µM*
O=C(/C=C/c1ccccc1)OCC(=O)N1CCCC1	.	-5%	85%[activator]	2%	.	.	28%
C=CCC1(CC=C)CCCN1C(=O)CC1C(=O)NCCN1Cc1cccc(OC)c1OC (configuration not stated)	9	-9%	?	1%	6%	-4	31%[activator]
Cc1ccc(Nc2ccc(C(N)=O)cc2[N+](=O)[O-])cc1C	-1	-23%	14%	3%	2%	19	6%

# Gathered by group, the entries above with four or more nitrogen atoms.
SMILES	Cycloheximide cs	HCV inhibitor	Pf growth 48h	Tb PYK inh	LmPK inhibitor	Shiga inhibitor	Pf growth 96h
CCOc1cc(N2CCOCC2)c(OCC)cc1NC(=O)CN1C(=O)NC2(CCCCCCC2)C1=O	1	-12%	?	-4%	-3%	-15	?
O=C(NCc1cccnc1)C(=O)Nc1nc(-c2ccccc2)cs1	40*	16%	68%[activator]	0%	4%	98*	82%[activator]

# Continued:
SMILES	Cycloheximide cs	HCV inhibitor	Pf growth 48h	Tb PYK inh	LmPK inhibitor	Shiga inhibitor	Pf growth 96h
O=C(O)c1ccc(Cl)c2c1C1C=CCC1C(c1ccccn1)N2 (configuration not stated)	-1	.	.	.	13%	-13	-21%
C=C1CC(C(=O)N/N=C/c2ccc(O)cc2)C1	13	30%[activator]	31%[activator]	5%	-2%	26	0%
O=C(NCC(c1cccs1)N1CCOCC1)c1ccccc1NS(=O)(=O)c1ccc(Cl)c([N+](=O)[O-])c1 (configuration not stated)	1	5%&11%	?	-3%	-1%	-4	8.3µM*
Cn1c(C(=O)N2CCN(c3ccc(F)cc3)CC2)cc2ccccc21	6	-29%	?	-3%	0%	8	?
O=C(Nc1ccc(OC(F)F)c(Cl)c1)C(c1ccccc1)c1ccccc1	-1	?	?	2%	4%	-10	?
COC(=O)CC1C(=O)NCCN1C(=O)CSc1nnnn1-c1ccc(OC)cc1 (configuration not stated)	-3	15%	-6%	1%	-6%	-14	-22%
CCCCCCCCCC[N+](C)(C)CCCCCCCCCC	.	.	1.7µM*	-4%	.	.	1.7µM*
O=S(=O)(CC12C3C4C5C1C2C(Br)(C43)C51OCCO1)c1ccccc1 (configuration not stated)	-1	9%	-6%	-14%	.	5	15%
Cc1cc(NC(=O)COC(=O)c2cc(S(=O)(=O)N(C)C)ccc2Cl)no1	.	6%	-17%	-6%	.	.	18%
CCN1CCN(C(=O)c2c(-c3ccccc3)noc2C)CC1	-4	13%	-4%	0%	0%	-2	65%[activator]

# Given with two lines to a compound: entries from further up.
# Values in the order – Cycloheximide cs, HCV inhibitor, Pf growth 48h, Tb PYK inh, LmPK inhibitor, Shiga inhibitor, Pf growth 96h
O=C(Nc1ccc(OC(F)F)c(Cl)c1)C(c1ccccc1)c1ccccc1
 : -1, ?, ?, 2%, 4%, -10, ?
COC(=O)CC1C(=O)NCCN1C(=O)CSc1nnnn1-c1ccc(OC)cc1 (configuration not stated)
 : -3, 15%, -6%, 1%, -6%, -14, -22%
CCCCCCCCCC[N+](C)(C)CCCCCCCCCC
 : ., ., 1.7µM*, -4%, ., ., 1.7µM*
O=S(=O)(CC12C3C4C5C1C2C(Br)(C43)C51OCCO1)c1ccccc1 (configuration not stated)
 : -1, 9%, -6%, -14%, ., 5, 15%
Cc1cc(NC(=O)COC(=O)c2cc(S(=O)(=O)N(C)C)ccc2Cl)no1
 : ., 6%, -17%, -6%, ., ., 18%

# Following part.
SMILES	Cycloheximide cs	HCV inhibitor	Pf growth 48h	Tb PYK inh	LmPK inhibitor	Shiga inhibitor	Pf growth 96h
O=[N+]([O-])c1ccccc1/C=N/NC1=NCCCCC1	77*	15%	135%[activator]	7%	3%	43*	69%[activator]
COc1ccccc1C(=O)NC(CCSC)C(=O)NNC(=O)C(C)Oc1ccccc1F (configuration not stated)	.	2%	-26%	3%	.	.	?
Cn1c(SCC(N)=O)nnc1-c1ccccc1	-5	?	4%	2%	5%	-14	.
Cc1ccc(C)c(S(=O)(=O)Nc2ccccc2C(=O)Nc2cc(C)on2)c1	-1	18%	6%	-1%	0%	-2	3%
Cc1ccc(S(=O)(=O)Nc2cccc(Oc3cnccn3)c2)cc1	-3	-11%	-20%	-1%	0%	-7	5%
COc1ccc(CN2C3CCC2CC(NC(=O)c2cc(OC)c(OC)c(OC)c2)C3)cc1 (configuration not stated)	-2	-8%	?	0%	1%	.	?
Cc1cc(OC(=O)c2ccc(S(=O)(=O)N(C)C)cc2)c([N+](=O)[O-])c(=O)[nH]1	9	7%	8%	3%	3%	-10	27%
S=C(Nc1ccc(Cl)c(Cl)c1)N1CCOCC1	5	8%	18%	-5%	0%	5	13%
Cc1nc(Sc2nnnn2-c2ccccc2)c(C#N)c(C)c1C	-4	-6%	.	-16%	8%	-4	?
O=C(CCN1C(=O)C2CC=C(Cl)CC2C1=O)NCc1ccco1 (configuration not stated)	-1	25%	2%	-10%	6%	-4	.
Clc1ccc(CSc2ncccn2)cc1	32*	11%	64%[activator]	-3%	4%	43*	.
COc1ccc(/C=N/N2C(=O)c3ccccc3C2=O)cc1	18	10%	7%	7%	-20%	33*	23%
c1ccc(C(Cc2nc(-c3ccccn3)no2)c2ccccc2)cc1	56*	-17%	?	6%	2%	94*	?
COc1ccc(OS(=O)(=O)c2c(C)noc2C)cc1	-1	13%	-21%	-2%	0%	7	0%
COC(=O)c1ccc(S(=O)(=O)NCCSc2nnc3c4ccccc4n(C)c3n2)cc1	0	10µM*	?	-13%	6%	-17	-2%
C=CCNC(=O)N1c2ccccc2Sc2ccccc21	0	-15%	12%	0%	2%	4	26%
CN(NC(=O)c1cccc(Cl)c1)c1nc(-c2ccccc2)nnc1C(F)(F)F	-2	-27%	-10%	2%	-2%	8	?
COc1ccccc1-c1noc(-c2ccccc2C(=O)Nc2ccccc2)n1	-5	?	2%	3%	12%	-7	-17%
COc1ccccc1NC(=O)CS(=O)(=O)c1cn(CC(=O)N2CCOCC2)c2ccccc12	-5	4%	5%	2%	1%[11.5 µM]	-3	24%
C=C(C)c1cccc(C(C)(C)NC(=O)NCCCN2CCCC2=O)c1	-2	13%	4%	1%	-6%	-12	.
O=C(COc1ccc(-n2cnnn2)cc1)Nc1ccc(F)c(F)c1F	.	-5%	16%	-2%	.	.	21%
CCC(C)Nc1nc2c(c(=O)[nH]c(=O)n2C)n1CCCc1ccccc1 (configuration not stated)	-1	3%	-8%	-3%	0%	-6	4.1µM*
Cn1c(SCc2cccc(F)c2)nnc1-c1cnccn1	29*	23%	19%	-23%	-1%	64*	0%
Cc1ccc(Nc2nnc(SCC(=O)NC(Cc3c[nH]c4ccccc34)C(=O)O)s2)cc1 (configuration not stated)	-6	21%	43%[activator]	-11%	-2%	22	38%[activator]
CS(=O)(=O)c1ccc2nnn(OCC(=O)Nc3cccc(C#N)c3)c2c1	-3	-13%	-25%	-2%	3%	18	?
COc1ccc(CNC(=O)CC23CC4CC(CC(C4)C2)C3)cc1	-2	-3%	-1%	-8%	4%	15	-15%
COc1cccc(OCc2nnc(SCC(=O)OC3CCCCC3)n2C)c1	-4	11%	?	1%	3%	-16	17%
Cc1ccccc1NC(=O)CSc1nnnn1C	-2	9%	?	5%	-5%	-14	-4%
O=S(=O)(c1ccccc1)N1CCN(c2cccc(Cl)c2)CC1	-4	11%	?	-2%	15%	-21	?
COc1ccc(S(=O)(=O)N2CCCC(N(C)CCc3ccccc3)C2)cc1OC (configuration not stated)	-2	6%	?	2%	3%	-1	9%
Cc1ccc(C(=O)O)c(C(=O)Nc2nc3ccccc3s2)c1	2	12%	.	1%	-1%	-2	34%[activator]
CC(=O)c1ccc(N/C=C/C(=O)c2ccc(Br)cc2)cc1	11*	10%	111%[activator]	2%	0%	22*	?
Cn1nnc(NC(=S)NC(=O)Cc2ccccc2)n1	6	1%	-18%	-2%	5%	17	2.1µM*
CCCC(c1nnnn1Cc1ccco1)N1CCN(C(=O)c2ccco2)CC1 (configuration not stated)	-2	14%	22%	0%	-3%	10	?
CC(=O)Nc1ccc(C2Nc3cc(C)c(C)cc3NC3=C2C(=O)CC(C)(C)C3)cc1 (configuration not stated)	36*	0%	6%	-4%	-8%	40*	8.3µM*
Cc1cc2cc(CN(Cc3cccs3)S(=O)(=O)c3ccc4c(c3)OCCO4)c(=O)[nH]c2cc1C	-3	2%	-1%	2%	-4%	-16	?
C=CCCCCCCCCC(=O)NNC1=CC(=O)CC(C)(C)C1	-3	19%	0%	-3%	0%	-15	-24%
CCn1c(SCC(=O)Nc2ccc(OC)cc2)nc2c1c(=O)n(C)c(=O)n2C	-3	0%	-8%	-6%	-4%	-2	-10%
CC1CCCC(NC(=O)COC(=O)c2cc(S(=O)(=O)N3CCCCC3)ccc2N2CCOCC2)C1C (configuration not stated)	-3	-4%	.	-6%	-1%	-12	5.2µM*
O=C(CN(C(=O)CNS(=O)(=O)c1ccccc1)C1CCCC1)NCc1ccco1	-3	22%	.	0%	12%	-8	?
CC(=O)c1ccc(OCc2cc(C(=O)N3CCC(Oc4ccccc4C)CC3)no2)cc1	90*	-22%	?	-6%	-7%	143*	?
COc1ccc(-c2cc(C(F)(F)F)c3c(=O)n(-c4ccccc4)[nH]c3n2)cc1	-4	1%	2%	.	1%	-15	?
CC(C1CCN(Cc2nc(C3CC3)no2)CC1)N1CCOCC1 (configuration not stated)	-2	5%	8%	1%	-11%	-21	13µM*
